VLA-4 inh: inhibition in a human VLA-4 binding assay; P13612; VLA-4 expressing cells, ligand binding flow cytometry; inhibition, % (about 7 µM as worked out from the volumes in the protocol); 330,000 tested, 0.2% active; AID 2557; in the data active means inhibition above about 50%
RPL19A TOR yeast: alters RPL19A-GFP fluorescence in TOR pathway yeast screen. S. cerevisiae RPL19A-GFP strain, flow cytometry, 3 h; hits give low values. percent response vs DMSO, % at 10 µM. 330,000 tested, 0.3% active. AID 2025;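 active means percent response vs DMSO below 50%; inconclusive means fewer than 70 events counted for the yeast strain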;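 further: median channel GFP fluorescence of the barcoded RPL19A-GFP strain; ratio of sample median GFP to plate DMSO average so 100% = DMSO; lower means less RPL19A-GFP as with rapamycin TOR inhibition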
LAP4-GFP MLPCN: modulators of TOR pathway LAP4-GFP in S. cerevisiae; S. cerevisiae LAP4-GFP multiplex, flow cytometry GFP, 3 h; median GFP as percent of DMSO wells; GFP response vs DMSO, % at 10 µM; 320,000 tested, 0.34% active; AID 2023;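 active means GFP response vs DMSO above a set limit, about the screen mean plus 3 SD, cut at about 150% in these data; inconclusive means under 70 cell events counted for the yeast strain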
CIT2-GFP yeast: modulators of TOR pathway CIT2-GFP in S. cerevisiae. S. cerevisiae CIT2-GFP strain, flow cytometry, 3 h; 100 means same as DMSO wells. GFP response vs DMSO, % at 10 µM. 320,000 tested, 0.065% active. AID 2029;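 active means GFP response relative to DMSO above a set limit, near the screen mean plus 3 SD, cut at about 150% in these data; inconclusive means Fewer than 70 cells measured for a yeast strain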;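 further: ratio of well median GFP fluorescence to mean of DMSO wells on the plate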
MEP2-GFP yeast: alters MEP2-GFP fluorescence in TOR pathway yeast screen. S. cerevisiae MEP2-GFP strain, flow cytometry GFP, 3 h; 100% = DMSO control level. GFP response vs DMSO, % at 10 µM. 330,000 tested, 0.51% active. AID 2016;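 active means GFP response versus DMSO above a set limit, roughly screen mean plus 3 SD, cut at about 180% in these data; inconclusive means fewer than 70 cells counted for a yeast strain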;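 further: median GFP fluorescence of the barcode-gated MEP2-GFP cells per well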
AGP1 TOR yeast: yeast TOR pathway AGP1-GFP modulation; S. cerevisiae AGP1-GFP multiplex flow cytometry, 3 h; GFP as percent of DMSO wells; GFP response vs DMSO, % at 10 µM; 320,000 tested, 0.02% active;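 active means GFP response relative to DMSO above a set limit, near screen average plus 3 SD, cut at about 150% in these data; inconclusive means fewer than 70 cells counted for the yeast strain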;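 further: median GFP channel fluorescence of the gated AGP1 strain per well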
GRK2 aptamer HTS: blocks RNA aptamer binding to human GRK2; P25098; bead flow cytometry, FAM-aptamer displacement from GRK2; inhibition of aptamer binding, % at 10 µM; 330,000 tested, 0.59% active;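 active means inhibition of aptamer binding above 40%, roughly 3 SD of noise, on plates passing a quality check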;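 further: median bead fluorescence of bound FAM aptamer so fluorescent compounds give negative values; no value below 0 was filed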
Target sequence (P25098 whole entry, looked up): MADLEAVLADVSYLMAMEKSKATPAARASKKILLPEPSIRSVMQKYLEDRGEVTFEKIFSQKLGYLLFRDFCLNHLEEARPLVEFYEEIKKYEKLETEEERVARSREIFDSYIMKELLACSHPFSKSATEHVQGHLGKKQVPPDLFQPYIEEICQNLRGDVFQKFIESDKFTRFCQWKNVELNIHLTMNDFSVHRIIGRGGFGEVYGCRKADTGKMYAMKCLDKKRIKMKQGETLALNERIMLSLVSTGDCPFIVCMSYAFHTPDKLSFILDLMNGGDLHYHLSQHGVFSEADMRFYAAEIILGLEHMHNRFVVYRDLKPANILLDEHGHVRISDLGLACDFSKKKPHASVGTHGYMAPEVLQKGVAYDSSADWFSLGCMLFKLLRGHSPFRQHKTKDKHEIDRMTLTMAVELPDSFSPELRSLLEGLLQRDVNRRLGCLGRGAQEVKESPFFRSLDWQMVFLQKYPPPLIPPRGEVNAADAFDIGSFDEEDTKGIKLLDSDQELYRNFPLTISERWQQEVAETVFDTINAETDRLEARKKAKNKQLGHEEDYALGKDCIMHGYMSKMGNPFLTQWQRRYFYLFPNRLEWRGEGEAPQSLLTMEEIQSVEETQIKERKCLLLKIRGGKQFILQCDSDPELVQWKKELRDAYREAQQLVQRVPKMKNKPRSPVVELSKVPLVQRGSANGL
Yeast superoxide: yeast age-related superoxide inhibition as caloric restriction mimetic | superoxide response (% of plate mean), % at 10 µM | S. cerevisiae aged cells, superoxide DHE fluorescence; hits give low values | 330,000 tested, 0.18% active;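 active means superoxide response under a set limit, about three screen SD below normal, cut at about 65% in these data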;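 further: yeast aged for seven days with compound at 30 °C before DHE staining; 100% = average MFI of all compound-treated wells on the plate with controls excluded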
Active calls of the source: *; ? = inconclusive; / = no result given; [ ] = dose if it differs, or a comment.

SMILES	VLA-4 inh	RPL19A TOR yeast	LAP4-GFP MLPCN	CIT2-GFP yeast	MEP2-GFP yeast	AGP1 TOR yeast	GRK2 aptamer HTS	Yeast superoxide
COc1ccc(-c2sc3ccccc3c2-c2ccc(O)cc2)cc1	-15.6	99.8	96.5	100.8	95.2	98.7	1.0	102.5
CSc1cccc(NC(=O)C2CCN(S(=O)(=O)c3ccc4c(c3)NC(=O)CO4)CC2)c1	-14.3	93.1	89.1	98.7	96.5	92.4	2.0	93.0
Cc1cccc(OCC(=O)Nc2cccc(C(=O)Nc3ccccc3C(=O)O)c2)c1	8.1	108.0	108.5	106.7	115.8	107.1	2.0	101.4
FC(F)(F)c1cc(CCN2CCNC[C@H]2Cc2cccc3ccccc23)cc(C(F)(F)F)c1	11.6	107.1	107.4	85.9	103.4	92.0	0.0	101.8
COc1ccc(NC(=O)CN2CCN(c3c(C)cc(C)cc3C)CC2)cc1	-7.3	101.0	82.9	104.7	108.8	96.9	1.0	111.4
O=C(NN1C(=O)c2ccccc2NC1c1ccco1)c1ccc(Br)cc1 (stereo not drawn)	-7.9	111.3	101.6	99.7	107.1	116.3	2.0	112.1
CN(Cc1ccccc1)C(=O)c1nc[nH]c1C(=O)N1CCN(C(=O)OC(C)(C)C)CC1	-5.5	94.0	98.8	97.9	91.3	95.2	5.0	91.6
Fc1cc(F)cc(NC(=S)NN2CCOCC2)c1	-5.1	100.1	97.7	100.9	100.9	99.6	0.0	101.9
CCc1noc(C)c1C(=O)N1CCCC(CCC(=O)NCc2ccc(F)c(F)c2)C1 (stereo not drawn)	-9.7	94.6	98.4	98.6	96.5	101.2	0.0	90.0
O=C1Nc2ccccc2C1=Nc1ccc(F)cc1	9.3	106.2	104.3	105.1	115.8	100.5	0.0	90.5
CCN(CC)c1ccc(/C=N/N2C(C)CCCC2C)c(O)c1 (stereo not drawn)	-29.4	104.2	102.8	107.4	99.3	109.3	0.0	100.2
CC(C)c1ccc(NC(=O)Cn2nnc(C(=O)NCc3ccc4c(c3)OCO4)c2N)cc1	1.1	97.0	92.5	104.2	108.5	99.1	0.0	95.1
CN1/C(=C/C2CC(=O)N(c3cccc4ccccc34)C2=O)C(C)(C)c2ccccc21 (stereo not drawn)	-47.2	/	101.0	103.7	104.7	102.1	0.0	90.9
Cc1c(CN2CCc3c([nH]c4ccccc34)C2C2CCCCC2)cnn1C (stereo not drawn)	6.6	103.5	89.5	98.2	102.0	102.6	0.0	98.4
CCCCNC(=O)CN(c1ccc(Cl)c(Cl)c1)S(C)(=O)=O	0.0	104.1	96.4	95.9	102.3	98.0	4.0	97.9
CN=C1SC(CC(=O)Nc2ccc(F)cc2F)C(=O)N1/N=C/c1ccc(OC(F)F)c(OC)c1 (stereo not drawn)	-0.1	102.0	97.4	107.1	100.7	105.8	1.0	115.4
COc1ccc(C(=O)NCc2c(C)nn(Cc3ccccc3)c2C)cc1S(=O)(=O)N1CCOCC1	-1.7	96.2	94.8	94.4	97.8	100.3	0.0	86.5
CCc1ccc(OCCn2cccn2)cc1	5.7	104.8	91.5	105.2	104.0	106.6	1.0	104.3
OCCNCCSc1nc(C2CCCCC2)n(-c2ccccc2Cl)n1	21.3	99.6	111.0	90.9	100.4	102.0	0.0	106.4
COc1cccc(C(=O)NNC(=O)C(=O)Nc2ccc(C)cc2)c1	-16.8	100.9	101.0	106.0	95.0	112.6	3.0	99.8

Reprinted from the part before: 4 entries; new compounds follow.
SMILES	VLA-4 inh	RPL19A TOR yeast	LAP4-GFP MLPCN	CIT2-GFP yeast	MEP2-GFP yeast	AGP1 TOR yeast	GRK2 aptamer HTS	Yeast superoxide
COc1ccc(C(=O)NCc2c(C)nn(Cc3ccccc3)c2C)cc1S(=O)(=O)N1CCOCC1	-1.7	96.2	94.8	94.4	97.8	100.3	0.0	86.5
CCc1ccc(OCCn2cccn2)cc1	5.7	104.8	91.5	105.2	104.0	106.6	1.0	104.3
OCCNCCSc1nc(C2CCCCC2)n(-c2ccccc2Cl)n1	21.3	99.6	111.0	90.9	100.4	102.0	0.0	106.4
COc1cccc(C(=O)NNC(=O)C(=O)Nc2ccc(C)cc2)c1	-16.8	100.9	101.0	106.0	95.0	112.6	3.0	99.8
CCn1cc(C(=O)N2CCN(c3ccccc3)CC2)c(=O)c2cc(S(=O)(=O)N3CCOCC3)ccc21	5.9	99.9	98.7	105.0	108.0	102.7	0.0	90.7
O=S(=O)(NC1CCCC1)c1ccc(S(=O)(=O)N(Cc2cccs2)CC2CCCO2)cc1 (stereo not drawn)	6.5	93.3	98.4	94.0	100.3	94.0	0.0	107.9
Cc1noc(C)c1C(=O)Nc1ccccc1N1CCOCC1	20.3	95.1	109.1	99.2	114.3	105.3	0.0	97.3
O=[N+]([O-])c1cc(/C=N/O)ccc1N1CCCC1	28.7	94.5	87.7	99.0	89.8	89.6	5.0	106.3
CCN1C(Nc2ccccc2)=NC[C@@H]1Cc1ccccc1	-4.4	104.6	118.9	71.4	102.2	86.0	1.0	105.6
Cc1ccc2c(c1)nnn2C1CCN(S(C)(=O)=O)CC1	24.4	97.0	97.9	94.6	97.5	98.4	4.0	111.0
CCOC(=O)c1ccc(NC(=O)CC2Sc3ncnn3C2=O)cc1 (stereo not drawn)	11.6	97.6	108.2	94.1	94.1	95.8	0.0	101.2
CCS(=O)(=O)N1CCN(c2ccc([N+](=O)[O-])c(NC(C)c3ccccc3)c2)CC1 (stereo not drawn)	1.2	91.7	98.0	94.8	96.1	92.3	2.0	100.6
O=C(/C=C/c1cn(-c2ccccc2)nc1-c1ccccc1)Nc1ccc(C(=O)O)cc1	8.3	96.0	102.1	97.0	99.4	98.5	3.0	121.0
CCOC(=O)C1(CCCc2ccccc2)CCN(C(=O)CCC2=NNC(=O)CC2)CC1	8.0	98.4	88.3	104.0	101.0	100.2	0.0	112.4
CC1CC(C)CN(C(=O)C(Cc2ccccc2)n2cccc2)C1 (stereo not drawn)	5.7	100.5	104.4	89.2	100.5	100.2	0.0	94.9
Cc1ccc(-c2cccc(C3CC=CC4C3C(=O)N(Cc3ccccc3)C4c3ccc4ccccc4c3)c2)cc1 (stereo not drawn)	0.0	99.2	93.1	93.4	94.8	101.3	0.0	96.7
Cc1ccc(-n2[nH]c(C)c(C=Nc3ccc(S(=O)(=O)Nc4nccs4)cc3)c2=O)cc1	2.0	105.4	101.9	108.9	98.8	105.5	6.0	90.2
CC(C)c1ccc(CN2CC(C(=O)Nc3ccccc3)CC2=O)cc1 (stereo not drawn)	1.6	106.6	95.5	102.8	105.6	106.0	0.0	115.5
Cc1cc(=O)[nH]c(N/N=C/c2ccc(Cl)c([N+](=O)[O-])c2)n1	-1.5	92.1	97.1	95.0	94.7	95.5	4.0	111.3
Cc1ccccc1NC(=S)NNC(=O)c1ccoc1C	9.1	98.2	92.5	96.8	94.0	96.1	1.0	71.3
Cc1cc(C)n2nc(C(=O)Nc3ccc4c(c3)OCCO4)nc2n1	5.8	100.2	102.3	97.1	99.9	99.3	0.0	330.4
CCCN1C(=O)c2cc(C(=O)Nc3ccc(OC)cc3OC)ccc2C1Nc1ccc(OC)cc1OC (stereo not drawn)	1.0	75.6[may fluoresce violet]	77.2[may fluoresce violet]	?	261.1*[may fluoresce violet]	15.7[may fluoresce violet]	0.0	99.4
COc1ccc(/C(C)=N/NC(=O)CNC(=O)CCc2ccccc2)c(OC)c1	-1.8	101.9	132.7	107.5	107.8	132.7	2.0	103.4
O=C(Cn1cnc2ccccc2c1=O)Nc1ccc2c(c1)OCO2	9.9	103.9	93.9	98.4	100.8	98.4	4.0	111.7
S=c1[nH]nc(-c2ccco2)n1/N=C/c1ccc(Cl)cc1Cl	-65.4	101.0	119.7	102.2	216.5*	98.7	4.0	107.5
Cc1c(Cl)cccc1NC(=O)C1=COCCO1	4.4	94.9	107.0	92.0	103.0	109.8	0.0	99.0
Cc1c(-c2nnc(SCC(=O)O)n2-c2ccccc2Br)nnn1-c1ccccc1	0.7	97.4	97.3	86.6	92.8	120.0	0.0	86.2
CC1CCCN(C(=O)C2CCC(CNc3c(N4CCCCC4)c(=O)c3=O)CC2)C1 (stereo not drawn)	0.7	100.0	112.0	97.9	97.0	104.8	7.0	108.7
CC(=O)N1CCN(Cc2nc(-c3cccc(Cl)c3)no2)CC1	-2.8	108.2	104.3	114.6	103.5	103.6	1.0	80.0
CSc1ncc(CN2CCc3c([nH]c4ccccc34)C2C(C)(C)C)cn1 (stereo not drawn)	2.3	100.5	81.8	97.1	96.4	94.3	23.0	110.6
CCCN1C(=O)/C(=C\c2ccncc2)SC1=Nc1ccccc1	12.7	99.6	100.1	97.0	97.6	88.9	0.0	107.4
CC1(C)CC(=O)C(N=Nc2c(Cl)cc(Cl)cc2Cl)=C(O)C1	10.3	103.3	89.8	89.1	98.1	94.8	0.0	107.0
CCOC(=O)c1cc(-c2ccccc2)n(CC2CC(c3ccc(OC)cc3)=NO2)n1 (stereo not drawn)	13.3	91.5	130.3	67.5	88.0	74.7	0.0	101.9
COc1ccc(NC(=O)CN(c2ccccc2C)S(C)(=O)=O)c(OC)c1	-1.9	95.3	77.7	84.7	87.8	87.5	1.0	93.5
S=C(Nc1ccccc1)N1CCN(C(=S)Nc2ccccc2)CC1	-2.9	100.0	103.6	100.1	100.9	102.0	3.0	95.3
CN(C)C(=O)c1ccc(NC(=O)COC(=O)C2=COCCO2)cc1	1.9	106.8	118.5	94.6	99.4	114.7	0.0	90.2
CCCCN(C(=O)c1ccc(OC)c([N+](=O)[O-])c1)c1c(N)n(CCC)c(=O)[nH]c1=O	4.5	97.8	89.1	90.2	97.6	102.0	0.0	93.3
Cc1oc(-c2ccc(F)cc2)nc1CN(Cc1ccccn1)CC1CCCO1 (stereo not drawn)	8.9	98.7	102.6	105.8	101.6	105.7	0.0	100.1
CCn1c(C)cc(C(=O)COC(=O)c2cccnc2SC)c1C	-5.3	107.5	123.8	108.5	113.9	111.8	4.0	108.2
CCOC(=O)c1c(NC(=O)OC)sc(C(=O)N(CC)CC)c1C	-6.6	103.0	103.4	100.6	99.2	102.3	2.0	91.0
CN(C)c1cc[n+](CC(=O)c2ccc(OC(F)F)cc2)cc1	3.6	97.9	108.4	105.4	102.4	95.0	0.0	97.8
O=C(CCCCCCCC(=O)c1ccccc1)c1ccccc1	0.9	101.5	90.6	99.9	99.1	95.9	2.0	93.9
O=C(NC(NC1CCS(=O)(=O)C1)C(=O)c1cccs1)c1ccccc1 (stereo not drawn)	15.5	107.3	118.3	110.7	112.2	111.8	1.0	97.6
COc1ccc(-c2nc(-c3ccccn3)ncc2S(C)(=O)=O)cc1	-4.4	103.7	87.0	100.3	103.8	96.5	1.0	93.0
O=C(CSc1nnnn1C1CCCC1)Nc1ccc2c(c1)OCO2	5.7	96.1	96.9	90.3	99.1	95.4	0.0	108.0
O=C(Nc1ccc(Cl)c(Cl)c1)Nc1ccc(Br)cc1F	-0.8	102.3	89.6	97.8	89.5	91.8	0.0	106.1
CN(NC(=O)c1ccccc1Cl)c1ncc(C(F)(F)F)cc1Cl	-0.7	94.8	107.6	93.0	96.8	94.7	1.0	108.6
COc1ccc(C(=O)NCC(=O)OCC(=O)NCc2ccc3c(c2)OCO3)cc1	13.6	98.3	95.9	104.1	103.8	101.0	1.0	111.5

High-throughput results deposited in PubChem BioAssay by NMMLSC.
